D1 ag = agonists of human D1 dopamine receptor; AID 504660; 360,000 tested, 1% active; HEK293 T-REx D1 cells, calcium flux, agonist mode; activation, % at 2 µM; in the data active means activation above about 30%; further: 0% is about no effect
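Tetracycline-induced HEK293 TREx D1 cells, force-coupled to calcium signalling, were dye-loaded with a no-wash calcium kit. Compound was pin-added after a 10 s baseline. Fluorescence was read kinetically at 1 cycle/s for 180 s, with calcium rises flagged as agonism.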
D2 PAM = D2 dopamine receptor (human) potentiation; P14416; HEK293 T-REx D2, calcium flux, EC20 dopamine potentiation; potentiation, % at 10 µM; 340,000 tested, 0.34% active; AID 485347;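 active means potentiation over 3 SD above the plate norm, cut at about 30% in these data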; further: 0% is about no effect
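Tetracycline-induced HEK293 T-REx cells force-coupled to calcium signalling expressed D2; compounds were pin-added after a 10 s baseline, read kinetically 180 s, then an EC20 dopamine challenge followed with a further 180 s calcium read.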
RXFP1 antagonist = blocks the human relaxin receptor RXFP1; activity change, negative = inhibition, % at 57.5 µM; 350,000 tested, 0.59% active; AID 1259400; Q9HBX9; HEK293-RXFP1, relaxin-stimulated cAMP HTRF, 30 min; stronger effect = lower value;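 active means activity change of -60% or lower, but not beyond a set lower limit; inconclusive means change between -60% and -40%, or beyond the set limit; inactive means change above -40%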; further: on the % scale 0 is the no-effect control and ±100 the full control effect
Target sequence (Q9HBX9 whole entry, looked up): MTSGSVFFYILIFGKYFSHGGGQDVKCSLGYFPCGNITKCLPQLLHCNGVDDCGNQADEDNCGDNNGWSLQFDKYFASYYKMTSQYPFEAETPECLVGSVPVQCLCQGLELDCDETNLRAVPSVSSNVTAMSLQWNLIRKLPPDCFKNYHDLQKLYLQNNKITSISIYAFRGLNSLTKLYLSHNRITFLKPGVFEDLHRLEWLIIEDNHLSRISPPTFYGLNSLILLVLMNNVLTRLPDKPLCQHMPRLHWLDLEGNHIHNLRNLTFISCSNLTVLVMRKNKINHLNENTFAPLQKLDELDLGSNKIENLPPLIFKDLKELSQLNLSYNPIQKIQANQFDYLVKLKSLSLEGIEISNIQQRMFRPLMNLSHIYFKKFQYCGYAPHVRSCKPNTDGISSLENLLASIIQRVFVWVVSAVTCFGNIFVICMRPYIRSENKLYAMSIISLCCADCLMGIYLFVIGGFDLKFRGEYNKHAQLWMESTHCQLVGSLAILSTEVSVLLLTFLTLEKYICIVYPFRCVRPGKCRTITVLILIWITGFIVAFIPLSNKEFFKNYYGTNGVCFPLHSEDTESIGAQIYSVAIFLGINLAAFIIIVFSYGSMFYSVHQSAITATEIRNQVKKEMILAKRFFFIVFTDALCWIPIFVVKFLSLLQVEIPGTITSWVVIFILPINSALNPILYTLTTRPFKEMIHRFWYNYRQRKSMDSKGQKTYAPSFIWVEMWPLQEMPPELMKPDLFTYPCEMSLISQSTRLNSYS
GRP78 ERSR act = inducers of ER stress response in human glioma cells | U87-MG GRP78 promoter luciferase reporter, 16 h | Potency, µM, inactives show at the top dose activation, actives largely listed as activators | 420,000 tested, 0.02% active; further: potency means the concentration at half of the fitted maximal effect; series mostly up to about 76 µM; % of control where 0% means no effect; nearly all actives have a fitted effect of over 35% in size
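Stably transfected U87-MG glioma cells carrying a GRP78-based luciferase sensor; 16 h compound incubation. Luminescence end-point read 10 min after Bright-Glo addition at room temperature.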
RXFP1 agonist = activates the human relaxin receptor RXFP1; Potency, µM (doses to about 57.5 µM), for inactives: at the top dose activation, actives largely listed as activators; Q9HBX9; 370,000 tested, 0.3% active; HEK293T-RXFP1 cAMP TR-FRET, 30 min; response scale: percent of porcine relaxin response, buffer zero; further: potency means the concentration at half of the fitted maximal effect; on the % scale 0 is the no-effect control and ±100 the full control effect; nearly all actives have a fitted effect of over 60% in size; many of its hits are not listed in these tables
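cAMP rise read by TR-FRET after 30 min, 37C compound exposure (up to 58 uM) in RXFP1-transfected HEK293 cells with Ro 20174 present. EC50 from Hill-equation fits, with 29 nM porcine relaxin as 100% and buffer as basal.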
Vif-APOBEC3F blk = blocks the Vif interaction with APOBEC3F | HeLa A3F-eYFP + Vif (tagged APOBEC3F with the HIV-1 protein that degrades it), YFP fluorescence increase | Potency, µM (highest dose often 46.1 µM), for the others: at the top dose activity, negative = active | AID 602313 | 390,000 tested, 0.2% active; further: potency means the concentration at half of the fitted maximal effect; % of control where 0% means no effect; nearly all actives have a fitted effect of over 65% in size
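HeLa cells stably expressing Vif plus C-terminally eYFP-tagged A3F were seeded, incubated overnight at 37 deg C, dosed with compound, incubated overnight again at 37 deg C. Yellow fluorescence (Ex 488/Em 500-530) reported blocked Vif-mediated A3F-eYFP degradation.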
D1 antagonist = blocks dopamine activation of the human D1 receptor; activity change, negative = inhibition, % at 10 µM; P21728; HEK293 TREx D1 cells, calcium flux, dopamine EC80; stronger effect = lower value; 360,000 tested, 3.2% active; in the data active means activity change below about -30%; further: on the % scale 0 is the no-effect control and ±100 the full control effect
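Kinetic fluorescence of a calcium dye serves as the read-out. D1-expressing Hek293 Trex cells, induced overnight at 30 C, are exposed to compound for 180 s before an EC80 dopamine addition, then read 180 s further.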
D1 potentiator = human D1 dopamine receptor positive modulation; HEK293 TREx D1 cells, calcium flux, dopamine EC20 potentiation; potentiation, % at 10 µM; 360,000 tested, 0.036% active; AID 504651; in the data active means potentiation above about 30%; further: 0% is about no effect
Vif-APOBEC3G blk = Vif-A3G binding inhibition; Q9HC16; HeLa A3G-eYFP + Vif (tagged APOBEC3G with the HIV-1 protein that degrades it), YFP fluorescence, overnight; Potency, µM (titrated, usually from 46.1 µM), for the others: at the highest dose activity, negative = active, most hits filed as inhibitors; 410,000 tested, 0.076% active; AID 602310;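 further: potency means the concentration at half of the fitted maximal effect; on the % scale 0 is the no-effect control and ±100 the full control effect; nearly all actives have a fitted effect of over 60% in size; hits raise eYFP signal because A3G escapes Vif-driven loss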
Target sequence (Q9HC16 whole entry, looked up): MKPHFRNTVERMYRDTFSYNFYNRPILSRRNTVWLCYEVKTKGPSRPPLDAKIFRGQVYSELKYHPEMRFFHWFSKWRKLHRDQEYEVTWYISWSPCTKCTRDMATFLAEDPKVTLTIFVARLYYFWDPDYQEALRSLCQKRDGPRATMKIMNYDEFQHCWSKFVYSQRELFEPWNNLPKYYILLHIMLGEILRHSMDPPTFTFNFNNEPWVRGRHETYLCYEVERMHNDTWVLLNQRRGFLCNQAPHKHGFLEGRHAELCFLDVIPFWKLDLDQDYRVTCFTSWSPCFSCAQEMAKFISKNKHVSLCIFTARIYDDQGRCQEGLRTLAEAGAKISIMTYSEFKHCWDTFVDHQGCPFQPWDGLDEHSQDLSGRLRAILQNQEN
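HeLa cells stably expressing Vif and C-terminally eYFP-tagged A3G, seeded overnight at 37 deg C, then exposed to compound by pintool overnight at 37 deg C. Rise in yellow fluorescence (Ex 488/Em 500-530, Acumen) marks blocked Vif-driven A3G degradation.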
* marks the source's active call; other numbers are inactive results; ? = inconclusive; / = not tested or not shown; & = joins results of further samples. Unless noted, the call rests on the fitted dose curve; in most records, active means well fitted curve in the direction sought with a large enough effect; inconclusive means small, poorly fitted or top-dose-only effect, or another doubt; inactive means no such curve, though single readings can be large; an effect the other way counts as inactive or inconclusive. The list is partial; count on the stated rates, not on these rows.

No.	Molecule	Vif-APOBEC3F blk	RXFP1 agonist	D1 antagonist	GRP78 ERSR act	Vif-APOBEC3G blk	RXFP1 antagonist	D2 PAM	D1 potentiator	D1 ag
1	Fc1ccc2nc(-c3ccccc3)nc(SCc3nnc(-c4ccccc4)o3)c2c1	3%	5.3%	-16	-2%	-2%	-4	1	-5	1
2	O=C1CCc2cc(NS(=O)(=O)c3ccc([N+](=O)[O-])cc3)cc3c2N1CC3	2%	-0.2%	16	-5%	-1%	-2	-3	-2	1
3	Cn1c(=O)c(C(=O)NNC(=O)c2ccccc2F)c(O)c2ccccc21	-4%	-1.0%	-12	5%	4%	-22	/	2	5
4	CCN(CC)C(=O)C1=C(C)N(CCCOC)C(=O)C(CC(=O)NC2CCCCC2)C1 (stereo not given)	-3%	/	/	0%	0%	-3	/	/	/
5	Cc1ccc(C)c(C(=O)c2ccccc2NC(=O)c2ccccn2)c1	10%	0.1%	32	-7%	?	-23	9	4	3
6	COc1cc(/C=C2\C(=O)N(CCC#N)N=C2C)ccc1OCC(=O)Nc1ccccc1	-33%	0.0%	1	-5%	-7%	-31	8	-1	3
7	CC(=O)CC(C)(C)S(=O)(=O)c1ccc(NC(C)=O)cc1	1%	-0.1%	7	-1%	-1%	4	/	-8	-1
8	COc1ccccc1OCCOc1ccccc1/C=N/n1cnnc1	-5%	0.0%	1	0%	-26%	-11	-7	7	2
9	O=C(COC(=O)CCSc1ccc(Cl)cc1)NCc1ccccc1	7%	13%	4	-2%	1%	9	8	-2	3
10	c1ccc(Cc2nnc(Sc3ccccc3)c3ccccc23)cc1	-16%	?	/	9%	-9%	-7	/	/	/
11	COc1cccc(-c2nnc(NC(=O)c3ccc(S(=O)(=O)N(CC(C)C)CC(C)C)cc3)o2)c1	1%	2.0%	-6	-8%	6%	-8	2	2	3
12	CC(NC(=O)c1cc(COc2ccccc2)on1)c1nccs1 (stereo not given)	13%	-0.4%	18	0%	-9%	13	0	-1	2
13	N#Cc1ccc(-c2ccccc2)nc1Sc1ccc(F)cc1	-12%	10%	4	-2%	-1%	15	-8	-2	4
14	Cc1ccc(-n2c(COc3c(C)cccc3C)nnc2SCC(=O)Nc2nccs2)cc1	-1%	0.3%	2	-1%	0%	15	1	-3	1
15	Cc1ccccc1CN1CCC(Oc2ccc(C(=O)N3CCCC3)cc2)CC1	0%	-0.1%	-12	-4%	-2%	-16	12	-8	9

Quoted at random: two compounds from above, in no set order.
No.	Molecule	Vif-APOBEC3F blk	RXFP1 agonist	D1 antagonist	GRP78 ERSR act	Vif-APOBEC3G blk	RXFP1 antagonist	D2 PAM	D1 potentiator	D1 ag
6	COc1cc(/C=C2\C(=O)N(CCC#N)N=C2C)ccc1OCC(=O)Nc1ccccc1	-33%	0.0%	1	-5%	-7%	-31	8	-1	3
10	c1ccc(Cc2nnc(Sc3ccccc3)c3ccccc23)cc1	-16%	?	/	9%	-9%	-7	/	/	/

More compounds
No.	Molecule	Vif-APOBEC3F blk	RXFP1 agonist	D1 antagonist	GRP78 ERSR act	Vif-APOBEC3G blk	RXFP1 antagonist	D2 PAM	D1 potentiator	D1 ag
16	O=C(NCCN1C(=O)S/C(=C/c2cccnc2)C1=O)C1CC(=O)N(Cc2ccccc2)C1 (stereo not given)	9%	3.3%	-5	-2%	13%	-1	3	-3	3
17	CC1CC(C)C(=O)C(C(CC2CC(=O)NC(=O)C2)OC(=O)CC(=O)c2ccccc2)C1 (stereo not given)	7%	/	/	-5%	3%	4	/	/	/
18	O=C(Oc1cc(Cl)ccc1Cl)c1ccc(N2CCOCC2)c([N+](=O)[O-])c1	-7%	2.8%	-4	-3%	-1%	-27	8	-4	5
19	Cc1c(C(=O)NCc2cccnc2)oc2ccccc12	-20%	-0.7%	0	-2%	3%	4	-4	-2	1
20	CN(C)c1cc(Nc2cccc(O)c2)c([N+](=O)[O-])c2nonc12	?	-0.7%	22	-2%	-17%	-7	6	0	1
21	Cc1ccc(/C=N/NC(=O)Cn2cnc3ccccc32)cc1	-9%	-3.0%	-43*	-3%	-28%	-14	/	-8	4
22	N/C(=N\OC(=O)c1ccc(Br)cc1)c1cccc([N+](=O)[O-])c1	-12%	0.6%	12	8%	1%	-3	-2	-4	-2
23	Cc1cc(C)n(-c2ccc(C(=O)Nc3ccc4c(c3)OCCO4)cc2)n1	2%	1.2%	-12	0%	1%	-17	/	-5	4
24	O=C(Nc1nc(-c2ccccc2)cs1)c1ccc2c(=O)n3c(nc2c1)CCCCC3	10%	0.1%	1	3%	-13%	-21	/	2	0
25	O=C(c1ccoc1)N1CCC2(CCCN(Cc3ccc(F)c(F)c3)C2)C1 (stereo not given)	-8%	3.5%	-5	-1%	-1%	-2	-5	8	1
26	CC(=O)c1ccc(S(=O)(=O)NCCc2csc(-c3cccnc3)n2)cc1	6%	22%	-7	-3%	0%	-1	-7	5	6
27	CCc1cc(=O)oc2cc(OCC(=O)N3CC[C@@]4(O)CCCC[C@H]4C3)ccc12	5%	1.7%	12	-1%	-3%	/	13	1	2
28	Cc1ccccc1C(=O)NC1CCSC1=O (stereo not given)	1%	2.8%	-18	-2%	-7%	-2	7	-6	1
29	CCN(CC(=O)Nc1ccc(NC(C)=O)cc1)C(=O)C1CC1	-18%	/	/	4%	-5%	-2	/	/	/
30	Cc1ccc(NC(=O)COC(=O)c2cccnc2)cc1	-5%	2.4%	8	-1%	-7%	9	-6	-5	0

(next part)
No.	Molecule	Vif-APOBEC3F blk	RXFP1 agonist	D1 antagonist	GRP78 ERSR act	Vif-APOBEC3G blk	RXFP1 antagonist	D2 PAM	D1 potentiator	D1 ag
31	CC1CCc2ccccc2N1C(=N)N(C)C (stereo not given)	-8%	-0.7%	-10	-3%	0%	2	8	1	0
32	CCOC(=O)C1(Cc2ccccc2C)CCCN(C(=O)CCc2cccnc2)C1 (stereo not given)	1%	-0.7%	1	3%	-1%	10	-10	-2	-1
33	CCCCCCc1ccc(-c2ncc(N)cn2)cc1	-2%	1.9%	-3	3%	-1%	5	5	-6	7
34	CCOC(=O)C(CC)n1nc(C)n2c(cc3occc32)c1=O (stereo not given)	-1%	3.9%&1.3%	5&12	-2%	4%	-5&1	9&2	-4&-6	-1&1
35	COc1cc(S(=O)(=O)n2cnc(C)c2)ccc1Br	-12%	1.2%	-2	-4%	?	9	0	-1	8
36	O=C(O)c1c(Cl)nc2ccccn12	?	2.7%	-1	0%	10%	-2	-2	-2	2
37	Cc1oc(-c2cccc(Cl)c2)nc1CN1CCC(C(=O)NCCCN2CCCC2=O)CC1	-6%	1.5%	-25	-6%	-2%	-7	-10	-2	0
38	N#CCCN(C(=O)COC(=O)COc1ccccc1Cc1ccccc1)c1ccccc1	7%	-0.4%	1	-4%	4%	15	-8	-5	16
39	Cc1cc(C)n2nc(C(=O)N3CCCC(Nc4ccc(F)c(F)c4)C3)cc2n1 (stereo not given)	-6%	0.9%	-2	-2%	-5%	6	12	-3	2
40	CCCCn1c(N)c(N(CCC(C)C)C(=O)C2CC(=O)N(c3ccccc3OCC)C2)c(=O)[nH]c1=O (stereo not given)	2%	-0.1%	20	-5%	1%	-9	-1	-7	3
41	CCCOC(=O)c1ccc(OCC(O)CN2C(=O)NC(C)(C)C2=O)cc1 (stereo not given)	2%	2.1%	-16	-2%	4%	13	5	-7	2
42	O=C(CNS(=O)(=O)c1ccc(Br)s1)N1CCN(C(=O)c2ccco2)CC1	-10%	2.0%	5	-3%	-1%	-12	1	-3	1
43	CN(C)CCCN(C(=O)c1cc2ccccc2oc1=O)c1nc2ccc(F)cc2s1	-8%	0.8%	-3	-1%	0%	-7	-19	1	11
44	COc1cccc(OC)c1C(=O)OCC(=O)NCC(C)C	-2%	3.0%	1	-1%	3%	-15	-10	-1	1
45	CC1Cc2ccccc2N1C(=O)CSc1nc2cc3c(cc2cc1C#N)OCO3 (stereo not given)	-15%	4.0%	-4	-1%	-10%	5	-5	2	4

4 entries from above, with each value named:
42	O=C(CNS(=O)(=O)c1ccc(Br)s1)N1CCN(C(=O)c2ccco2)CC1
  Vif-APOBEC3F blk = -10% | RXFP1 agonist = 2.0% | D1 antagonist = 5 | GRP78 ERSR act = -3% | Vif-APOBEC3G blk = -1% | RXFP1 antagonist = -12 | D2 PAM = 1 | D1 potentiator = -3 | D1 ag = 1

43	CN(C)CCCN(C(=O)c1cc2ccccc2oc1=O)c1nc2ccc(F)cc2s1
  Vif-APOBEC3F blk = -8% | RXFP1 agonist = 0.8% | D1 antagonist = -3 | GRP78 ERSR act = -1% | Vif-APOBEC3G blk = 0% | RXFP1 antagonist = -7 | D2 PAM = -19 | D1 potentiator = 1 | D1 ag = 11

36	O=C(O)c1c(Cl)nc2ccccn12
  Vif-APOBEC3F blk = ? | RXFP1 agonist = 2.7% | D1 antagonist = -1 | GRP78 ERSR act = 0% | Vif-APOBEC3G blk = 10% | RXFP1 antagonist = -2 | D2 PAM = -2 | D1 potentiator = -2 | D1 ag = 2

39	Cc1cc(C)n2nc(C(=O)N3CCCC(Nc4ccc(F)c(F)c4)C3)cc2n1 (stereo not given)
  Vif-APOBEC3F blk = -6% | RXFP1 agonist = 0.9% | D1 antagonist = -2 | GRP78 ERSR act = -2% | Vif-APOBEC3G blk = -5% | RXFP1 antagonist = 6 | D2 PAM = 12 | D1 potentiator = -3 | D1 ag = 2

Next part:
No.	Molecule	Vif-APOBEC3F blk	RXFP1 agonist	D1 antagonist	GRP78 ERSR act	Vif-APOBEC3G blk	RXFP1 antagonist	D2 PAM	D1 potentiator	D1 ag
46	CCCn1nnnc1NCc1ccccc1OCc1ccc(F)cc1	-4%	1.2%	-9	-2%	-3%	3	-2	-4	5
47	Cc1cnccc1CNC(=O)CC1C(=O)NCCN1CC(C)(C)C (stereo not given)	5%	-1.0%	4	-4%	-3%	15	-1	-4	1
48	CCOC(=O)C1CCN(c2c(C(=O)c3ccccc3)cnc3ccc(CC)cc23)CC1	2%	1.3%	-17	-3%	-4%	4	13	3	5
49	COc1ccc(Cl)cc1NC(=O)CSc1nnc(Cc2ccc(C)cc2)c(=O)[nH]1	-4%	-1.7%	6	-2%	-1%	-2	-3	-6	0

Source: PubChem BioAssay (National Center for Advancing Translational Sciences (NCATS))
